Assay outcomes from PubChem.
CHT allo act: human CHT allosteric activation | AID 488977 | B-score at 10 µM | Q9GZV3 | 310,000 tested, 0.49% active | CHT-expressing cells, membrane potential dye, choline EC20; active compounds read high; LV-AA mutant CHT in HEK293 cells;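 active means initial fluorescence not abnormally high and integrated response B-score, plate-corrected, over 3 SD above library mean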
Target sequence (Q9GZV3 whole entry, looked up): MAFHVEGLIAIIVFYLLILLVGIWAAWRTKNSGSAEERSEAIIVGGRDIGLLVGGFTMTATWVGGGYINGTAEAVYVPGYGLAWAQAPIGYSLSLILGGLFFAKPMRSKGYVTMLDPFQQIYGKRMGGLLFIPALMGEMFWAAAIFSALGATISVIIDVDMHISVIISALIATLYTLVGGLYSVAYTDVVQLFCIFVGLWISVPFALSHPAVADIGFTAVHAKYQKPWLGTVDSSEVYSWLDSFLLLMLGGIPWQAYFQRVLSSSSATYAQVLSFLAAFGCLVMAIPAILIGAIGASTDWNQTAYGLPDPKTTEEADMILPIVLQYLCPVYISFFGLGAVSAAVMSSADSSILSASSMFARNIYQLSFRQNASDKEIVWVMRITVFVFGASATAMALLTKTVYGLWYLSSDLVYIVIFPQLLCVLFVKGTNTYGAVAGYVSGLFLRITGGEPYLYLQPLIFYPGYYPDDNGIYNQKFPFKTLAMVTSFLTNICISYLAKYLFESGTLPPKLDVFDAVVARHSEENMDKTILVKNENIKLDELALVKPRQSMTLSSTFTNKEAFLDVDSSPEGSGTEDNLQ
CHT block: human CHT choline transport inhibition; CHT-expressing cells, membrane potential dye, choline response; active compounds read low; B-score at 10 µM; 310,000 tested, 0.86% active; Q9GZV3;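 active means B-score over 3 SD under the library average, and starting fluorescence ratio not unusually high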;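 further: choline stimulus applied at its EC90 after an EC20 pre-addition; B-score computed on integrated fluorescence ratio after choline addition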
* = called active by the depositor; i = inactive. Hits appear at their usual frequency; 1.5% or so of the library scored in one or more.

The line under a structure holds: CHT allo act	CHT block
O=C(CN1c2ccccc2Sc2ccccc21)NNC(=S)Nc1ccc(Cl)cc1
    i	i
CCN1C(=O)C2(SC(NC(C)=O)=NN2C(C)=O)c2cc(C)ccc21 (stereo not given)
    i	i
CC1CCN(C(=O)c2ccc(S(=O)(=O)N(C)C)cc2)C(C)C1 (stereo not given)
    i	i
Cc1ccccc1-c1nc(CN2CCC(C(=O)NCc3ccco3)CC2)c(C)o1
    i	i
COC(=O)/C(=C\Nc1ccc(Oc2ccc(F)cc2F)nc1)NC(=O)c1ccccc1
    i	i
CCOc1cc(NC(=O)C2CC2)c(OCC)cc1NC(=O)c1ccccn1
    i	i
COC(=O)C1=C(C(C)=O)C(c2ccc(C)cc2)n2nnnc2N1 (stereo not given)
    i	i
Cc1ccc(N(CC#N)C(=O)CS(=O)(=O)c2cccc([N+](=O)[O-])c2)cc1
    i	i
CCN1C(=O)/C(=C2\Sc3ccccc3N2CC)OC1=S
    i	i
CCc1noc(C)c1C(=O)Nc1ccc(F)c(F)c1
    i	i

Complete entries, looked up by structure. Screens in order: CHT allo act	CHT block
Record of CCN1C(=O)C2(SC(NC(C)=O)=NN2C(C)=O)c2cc(C)ccc21 (stereo not given) → i	i
Record of CC1CCN(C(=O)c2ccc(S(=O)(=O)N(C)C)cc2)C(C)C1 (stereo not given) → i	i
Record of Cc1ccccc1-c1nc(CN2CCC(C(=O)NCc3ccco3)CC2)c(C)o1 → i	i

The list continues:
The line under a structure holds: CHT allo act	CHT block
Cc1ccc(S(=O)(=O)N2CCC(C(=O)N3CCCC(C(F)(F)F)C3)CC2)cc1C (stereo not given)
    i	i
CC(=O)c1ccc(Cc2ccccc2)cc1
    i	i
COc1cccc(NC(=O)COc2coc(CN3CCN(c4ccccc4)CC3)cc2=O)c1
    i	i
O=C(COc1cccc([N+](=O)[O-])c1)N/N=C/c1ccco1
    i	i
Cc1ccc(N=Cc2cc(Br)cc(Cl)c2O)cc1
    i	i
Cc1c(-c2ccccc2)sc2nc[nH]c(=S)c12
    i	i
Cc1cc(C)nc(SCC(=O)N2CCc3ccccc32)n1
    i	i
CN1CCN(C(=O)/C(C#N)=C/c2ccc(F)cc2)CC1
    i	i
CC1(C)CC(=O)c2cn3ncnc3nc2C1
    i	i
Cc1ccc(CN2C(=O)CSC(C)C2=O)cc1 (stereo not given)
    i	i

Continued (5 carried over from the part before).
The line under a structure holds: CHT allo act	CHT block
Cc1c(-c2ccccc2)sc2nc[nH]c(=S)c12
    i	i
Cc1cc(C)nc(SCC(=O)N2CCc3ccccc32)n1
    i	i
CN1CCN(C(=O)/C(C#N)=C/c2ccc(F)cc2)CC1
    i	i
CC1(C)CC(=O)c2cn3ncnc3nc2C1
    i	i
Cc1ccc(CN2C(=O)CSC(C)C2=O)cc1 (stereo not given)
    i	i
Cc1ccsc1C=Nc1c(C)n(C)n(-c2ccccc2)c1=O
    i	i
CC(OC(=O)/C(C#N)=C/c1ccc(N(C)C)cc1)C(=O)N(C)Cc1ccccc1 (stereo not given)
    i	i
O=C(Nc1ccc2c(c1)OCO2)NC1CCN(Cc2ccccc2)CC1
    i	i
COCCN1CCN(C(=O)C2CCC(=O)N(CCc3ccccc3)C2)CC1 (stereo not given)
    i	i
CCc1nnc(NC(=O)C2CCN(C(=O)c3ccco3)CC2)s1
    i	i
CCc1ccc(OCC(=O)NNC(=O)c2cnccn2)c(Br)c1
    i	i
Cc1ccc(NC(=O)Cc2cn3ccsc3n2)nc1
    i	i
CCOC(=O)C1CCCCN1Cc1cccc(OC)c1OC (stereo not given)
    i	i
COc1cc(C(=O)NC(=S)Nc2ccc(NC(=O)c3ccco3)cc2)cc(OC)c1OC
    i	i
CC1CN(C(=O)Nc2ccc3snnc3c2)c2ccccc21 (stereo not given)
    i	i
Cc1ccc(OCC(=O)n2cnnc2N)c(C)c1
    i	i
COc1ccccc1CNC(=O)c1ccccc1OC
    i	i
COc1ccccc1CNC(=O)c1ccccc1N
    i	i
C=CCOc1nc(N(C)C)nc(N(C)C)n1
    i	i
O=S(=O)(c1ccc(Cl)cc1)N1CCN(CCc2ccccc2)CC1
    i	i
C/C(=N\Nc1ccc(Cl)cc1)c1ccccn1
    i	i
N#Cc1ccccc1NC(=O)Nc1cccc(Cl)c1
    i	i
O=C(Cc1cn2ccsc2n1)Nc1nc2c(s1)CCCC2
    i	i
COc1ccc(C(=O)N/C(=C\c2ccco2)C(=O)NC2CCS(=O)(=O)C2)cc1 (stereo not given)
    i	i
O=C1C2C3C=CC(C3)C2C(=O)N1c1cccc(-c2nc3ccccc3o2)c1 (stereo not given)
    i	i

Given tab-delimited: part of the list above
SMILES	CHT allo act	CHT block
C/C(=N\Nc1ccc(Cl)cc1)c1ccccn1	i	i
C=CCOc1nc(N(C)C)nc(N(C)C)n1	i	i

Next part:
The line under a structure holds: CHT allo act	CHT block
COc1ccc2cc(C3(C)NC(=O)N(CC(=O)NCCC4=CCCCC4)C3=O)ccc2c1 (stereo not given)
    i	i
COc1ccc(S(=O)(=O)N2CCC(O)(c3cccnc3)CC2)cc1OC
    i	i
CC(C)CC(NC(=O)C(NC(=O)C1OC2OC(C)(C)OC2C2OC(C)(C)OC12)C(C)C)C(=O)O (stereo not given)
    i	i
CC(C)Cc1nnc(NC(=O)CN2C(=O)NC3(CCCCC3)C2=O)s1
    i	i
CCO[C@@H]1OC(C(=O)N2CCN(Cc3ccccc3)CC2)=C[C@H](C)[C@H]1CCCO
    i	i
CC1(C)CC(=O)C=C(NCc2ccco2)C1
    i	i
COC(=O)[C@@H]1C[C@@H]2CC[C@@H](O)C[C@@H]2N1Cc1ccc(N2CCN(C)CC2)cc1
    i	i
CNc1ccc(NC(C)=O)cc1[N+](=O)[O-]
    i	i
NNC(=O)c1n[nH]c(=O)c2ccccc12
    i	i
Cc1ccc(C)c(NC(=O)c2cc(-c3cc(C)ccc3O)n[nH]2)c1
    i	i
Brc1cccc(-c2nc3cccnc3nc2-c2cccc(Br)c2)c1
    i	i
CC(=O)C[C@H]1c2cc(C(F)(F)F)ccc2S(=O)(=O)N1c1ccccc1
    i	i
O=S(=O)(Cc1nnnn1-c1ccccc1)c1ccc(F)cc1
    i	i
CNC(=S)N/N=C/c1ccc(N(C)C)cc1
    i	i
Cc1cc(C)c(S(=O)(=O)NCc2cccs2)cc1C
    i	i
Cc1ccc2c(c1)NC(=O)C(N1CCOCC1)(C(F)(F)F)O2 (stereo not given)
    i	i
COc1ccc(-c2ccc3oc(-c4ccc(OC)cc4)c(-c4ccc(OC)cc4)c3c2)cc1
    i	i
CS(=O)(=O)c1cccc(C(=O)NCc2ccc(F)cc2)c1
    i	i
CCC(=O)N1CCN(c2ccccc2NC(=O)COc2cc(C)ccc2C(C)C)CC1
    i	i
CCCCn1c(SCC(=O)NCc2ccco2)nc2cc(S(N)(=O)=O)ccc21
    i	i
Cc1ccsc1C(=O)N/N=C/C=C/c1ccccc1[N+](=O)[O-]
    i	i
O=Cc1c(N2CCC3(CC2)OCCO3)nc2ccccn2c1=O
    i	i
COc1ccc(C(=O)N2c3ccc(F)cc3CCC2C)cc1OC (stereo not given)
    i	i
COc1cc(/C=N/Nc2snc(SC)c2C#N)cc(OC)c1OC
    i	i
C=CCn1c(CNC(=O)c2cccs2)nnc1SCC(=O)c1ccc(Br)cc1
    i	i
CCC(C)NS(=O)(=O)c1ccc(OCC(=O)NCC2CCCO2)cc1 (stereo not given)
    i	i
COc1cc(C(C(=O)NC(C)(C)C)N(C(=O)CNC(=O)c2cccs2)c2ccccc2)cc(OC)c1OC (stereo not given)
    i	i
COC(=O)/C=C1/SC(=NC(=O)c2ccc(Cl)cc2)NC1=O
    i	i
CCn1c(COc2cccc(C)c2)nnc1SCC(=O)N1CCCC1
    i	i
COc1ccc(N(CC(=O)NC(C)(C)C)C(=O)CCC(=O)Nc2nccs2)c(OC)c1
    i	i
COc1ccc(-c2c3c(=O)n(C)c(=O)n(C)c3cn2-c2cc(OC)ccc2OC)cc1
    i	i
CCc1cc(=O)oc2cc(C)cc(OC(C)C(=O)NCCN3CCOCC3)c12 (stereo not given)
    i	i
CC(CC(=O)N1CCN(S(=O)(=O)c2ccc(Cl)cc2)CC1)n1cncn1 (stereo not given)
    i	i
CCOCCCN(C(=O)CNC(=O)c1ccco1)C(C(=O)NC1CCCC1)c1cccc(OC)c1 (stereo not given)
    i	i
Cc1cc(-c2c(C)[nH]n(-c3ccccc3)c2=O)n(-c2ccccc2)n1
    i	i
NC(=O)CSc1nc2ccc([N+](=O)[O-])cc2[nH]1
    i	i
Cn1cc([N+](=O)[O-])c(C(=O)NNC(=O)c2ccc([N+](=O)[O-])cc2Cl)n1
    i	i
c1ccc(CC2CCN(Cc3nc(-c4ccccc4)no3)CC2)cc1
    i	i
CCOc1ccc(CCNC(=O)Cn2nc(C)c3c(C)n(-c4ccccc4)nc3c2=O)cc1OCC
    i	i
CC(C)c1cc(C(=O)Nc2cc(Br)ccc2O)no1
    i	i
COc1ccc(C(C(=O)NC2CCCC2)N(C(=O)c2snc(-c3ccc(F)cc3)c2N)c2ccccc2)cc1 (stereo not given)
    i	i
Cc1ccc(S(=O)(=O)N(C)c2ccc(OCC(=O)OCc3c(C)noc3C)cc2)cc1
    i	i
CCOC(=O)c1ccc(N2C(=O)CC(N3CCC(Nc4ccc(F)cc4)CC3)C2=O)cc1 (stereo not given)
    i	i
O=C(CNC(=O)[C@@H]1Cc2ccccc2CN1)NC1CCCCC1
    i	i
CCCCn1c(N)c(N(CC(C)C)C(=O)c2ccncc2)c(=O)[nH]c1=O
    i	i
CCCn1c(=O)c2ccccc2n2c(=S)[nH]nc12
    i	i
O=C(COc1ccc(Cl)cc1Cl)Nc1nc2n(n1)C(c1ccccc1)CC(=O)N2 (stereo not given)
    i	i
CN(CC(O)CN)CC(O)CN1CCCCC1 (stereo not given)
    i	i
CC1CCc2c(sc3ncn(N)c(=N)c23)C1 (stereo not given)
    i	i
O=S(=O)(Nc1cccc(-c2cn3cccnc3n2)c1)c1ccc(-c2ccccc2)cc1
    i	i

Following part.
The line under a structure holds: CHT allo act	CHT block
Cn1c(C(=O)N2CCCC(C(=O)NCc3ccc4c(c3)OCO4)C2)cc2sccc21 (stereo not given)
    i	i
COCCOC(=O)c1c(C)oc2ccc(OC(=O)c3ccco3)cc12
    i	i
COC(=O)CCC(=O)NC1CC(C)(C)Cc2c1cnn2-c1ccccc1 (stereo not given)
    i	i
COCCN(Cc1cc2cc(C)ccc2[nH]c1=O)S(=O)(=O)c1ccc(Cl)cc1
    i	i
O=C1N[C@@H](Cc2cn(S(=O)(=O)c3ccccc3)c3ccccc23)C(=O)N[C@H]1Cc1ccccc1
    i	i
COc1cc(C(C#N)N2CCOCC2)ccc1O (stereo not given)
    i	i
Cc1onc(-c2ccccc2)c1C(=O)Nc1ccc2c(C)cc(=O)oc2c1
    i	i
Nc1nnc(-c2cn(-c3ccccc3)nc2-c2ccccc2)o1
    i	i
CCOC(=O)N1CCN(C(=O)COc2cccc3c2CCN(CC)C3=O)CC1
    i	i
C1=C(CCNc2ncnc3c2[nH]c2ccccc23)CCCC1
    i	i
COc1cc(C2CC(=O)Oc3c2c(=O)n(C)c2ccccc32)ccc1O (stereo not given)
    i	i
CN(CC1CCCN(CCc2ccc(F)cc2)C1)C(=O)CCC(F)(F)F (stereo not given)
    i	i
COc1ccc(C)cc1N(C(=O)c1cccc(F)c1)c1nc2ccccc2s1
    i	i
COc1ccc(/C=N/Nc2nonc2N)c(OC)c1
    i	i
CC(C)SC1=NC(C)(C)C=C(/C=C/c2c(Cl)cccc2Cl)N1
    i	i
Cc1ccc(NC(=O)c2ccc(CN3CC(=O)N4CCCCC4C3=O)cc2)c(C)c1 (stereo not given)
    i	-5.5*
Cc1cc(Cl)c(OCCCNC2CCCC2)c(Br)c1
    i	i
O=C(CN1C(=O)/C(=C/c2ccco2)SC1=S)Nc1ccc(O)c(C(=O)O)c1
    i	i
Cc1occc1C(=O)Nc1c(F)c(F)c(F)c(F)c1F
    i	i
O=C(Nc1ccccc1C(=O)O)c1cccc(NS(=O)(=O)c2ccc(Br)cc2)c1
    i	i
O=C(Nc1cccc(Cl)c1)Nc1ccc(Br)cc1F
    i	i
CC(=O)CCCC(NS(=O)(=O)CCC(Cl)(Cl)Cl)c1ccccc1 (stereo not given)
    i	i
Cn1cnc([N+](=O)[O-])c1Sc1ncccc1N
    i	i
COC(=O)C(C(=O)Nc1ccc(OC)cc1)C1CCCCCC1 (stereo not given)
    i	i
O=C(CSc1nnc(-c2ccncc2)n1C1CCCCC1)Nc1ccccc1
    i	i
CC1=CC(C)C2C(=O)N(CCCN(C)C)C(=O)C2C1 (stereo not given)
    i	i
CCN(CC(=O)Nc1c(F)cccc1F)C(=O)CN1C(=O)c2ccccc2C1=O
    i	i
O=C(NCCc1ccccc1)c1ccc2c(=O)[nH]c3c(C(=O)NCC4CCCO4)sc(=S)n3c2c1 (stereo not given)
    i	-10*
O=S(=O)(NCc1ccc2c(c1)OCO2)c1cccc(S(=O)(=O)N2CCOCC2)c1
    i	i
Cc1nc2oc3c(NCc4ccccn4)ncnc3c2c2c1COC(C)(C)C2
    i	i
Cc1cc(C(=O)N/N=C/c2cc(Br)c(Br)o2)n[nH]1
    i	i
NC(=O)c1c(NC(=O)c2ccncc2)sc2c1CCCC2
    i	i
CC1(C)CC(=O)C([N+](=O)[O-])=C(NCCCO)C1
    i	i
